Source: PubChem BioAssay
ARNT TACC3 PPI – ARNT/TACC3 interaction disruption. inhibition, % at 9.99 µM. AID 623870. Q9Y6A5. AlphaScreen His-ARNT PAS-B/GST-TACC3 binding, luminescence; TACC3 fragment carries E629A point mutation. actives 0.66% (n = 390,000);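 active = mean inhibition of replicates at least 50% and at least half of replicates each reaching 50%; inconclusive = half or more replicates reach 50% but mean below 50%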;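 also: 0% = complete ARNT plus TACC3 wells and 100% = ARNT alone without TACC3; many hits fall short of the cut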
EWS-Fli block – EWS/Fli transcriptional activity inhibition; actives 0.67% (n = 350,000); inhibition, % at 12.6 µM; A673 NR0B1-luciferase reporter, viability-normalised;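 active = mean inhibition of at least 50% after viability correction, with every replicate also passing that limit; inconclusive = mean reaches 50% but only one of two replicates passes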;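 also: firefly luciferase signal divided by Alamar Blue viability fluorescence both relative to DMSO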
CFTR F508del cor – CFTR F508del correction in bronchial cells | CFBE cells, YFP halide quenching; stimulated with forskolin plus potentiator P3; % fluorescence drop versus neutral controls | activity (quench increase), % at 7.58 µM | actives 0.36% (n = 350,000) | AID 720511;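 active = mean added fluorescence quench of at least 8% versus neutral control, with both replicates also reaching 8%; inconclusive = only one of the mean or replicate conditions met; inactive = mean below 8% and not both replicates reaching 8%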;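 also: cells transiently co-express mutant CFTR-F508del with the halide-sensitive YFP; corrector assay measuring rescue of mutant channel to the surface after 24 h compound exposure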
ERp5 inh – ERp5 (human) disulfide isomerase inhibition. inhibition, % at 9.99 µM. Q15084. actives 0.05% (n = 350,000). ERp5 insulin aggregation, absorbance 650 nm, 90 min;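 active = mean replicate inhibition above about 25%, with every replicate also reaching it, limit read from the data, passing the limit was not always enough; inconclusive = only one of those two criteria met; inactive = neither criterion met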
Target sequence (Q15084 whole entry, looked up): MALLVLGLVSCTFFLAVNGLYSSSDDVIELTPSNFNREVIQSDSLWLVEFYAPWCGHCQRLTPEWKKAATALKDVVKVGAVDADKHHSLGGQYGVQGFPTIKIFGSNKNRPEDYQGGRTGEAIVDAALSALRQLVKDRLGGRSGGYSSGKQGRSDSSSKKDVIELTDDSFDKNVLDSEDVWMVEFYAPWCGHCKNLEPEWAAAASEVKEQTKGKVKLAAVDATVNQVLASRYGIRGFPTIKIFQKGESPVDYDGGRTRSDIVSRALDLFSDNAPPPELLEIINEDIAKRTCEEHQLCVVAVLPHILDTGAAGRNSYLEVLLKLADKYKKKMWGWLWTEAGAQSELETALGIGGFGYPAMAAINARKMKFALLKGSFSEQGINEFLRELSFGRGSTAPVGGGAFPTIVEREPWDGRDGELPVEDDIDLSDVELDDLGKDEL
PAX8 inh HTS – PAX8 transcriptional activity inhibition; inhibition, % at 12.6 µM; actives 1.2% (n = 360,000); RMG-I TPO-luciferase reporter, SteadyGlo, 24 h; AID 652154;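 active = mean replicate inhibition at least 60% with every replicate also reaching 60%; inconclusive = only one of the two criteria is met; inactive = mean below 60% and not all replicates reaching 60%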;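 also: luciferase light reporting Pax8 driven TPO promoter activity; plate controls were median of neutral control wells for no effect and mitoxantrone controls for full effect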
DENV2 CPE rescue – protects cells from dengue virus 2 cytopathic effect. DENV2-infected cells, cytopathic effect rescue, plate reader. actives 1.7% (n = 350,000). AID 651640. CPE inhibition, % at 9.99 µM; in the data active = CPE inhibition above about 20%, passing the limit was not always enough; inconclusive = no clear call, values can overlap the other calls; tested in BHK-21 cells;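 also: 0% = median of neutral control wells and 100% = median of positive control wells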
Xi reactivation – reactivates the inactive X chromosome in mouse fibroblasts; XiGFP mouse fibroblasts, % GFP-positive cells imaging, 3 d; cells co-treated with 5-aza-dC sensitizer; scaled so ellipticine positive control = 100%; activation, % at 7.58 µM; actives 0.055% (n = 360,000);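 active = mean normalized replicate activation at least 10% and every replicate at or above 10%; inconclusive = only one of the two criteria met; inactive = mean below 10% and not all replicates reach 10%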;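 also: 0% = median of on-plate neutral control wells and 100% = ellipticine 6 µM median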
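Material: XiGFP fibroblasts, SV40-immortalized. Buffer or medium: DMEM plus 5-aza-dC sensitizer. Compound: single concentration per compound, delivered by pin transfer. Times: 3 days compound exposure. Controls: ellipticine 6 µM.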
INS-1E GSIS act – primary screen for activators of insulin secretion dependent on glucose, INS-1E cells, GLuc reporter luminescence; INS-1E GLuc reporter insulin secretion, 2-3 h; activation, % at 16.6 µM; actives 0.61% (n = 370,000);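 active = lowest replicate activation of at least 40%, so every replicate reaches that level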;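 also: 0% = median of neutral control wells and 100% = median of IBMX positive control wells; some compounds called inactive have numbers as strong as hits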
The depositor's hits bear a star; ? = inconclusive; / = no result given.

The line under a structure holds: ARNT TACC3 PPI | EWS-Fli block | CFTR F508del cor | ERp5 inh | PAX8 inh HTS | DENV2 CPE rescue | Xi reactivation | INS-1E GSIS act
Cc1cc(C(=O)CS(=O)(=O)c2ccccc2)cc(C)c1O
    -16 | -61 | -0.3 | -5 | -76 | 0 | 0.0 | -17
COc1ccccc1NC(=O)N1CC(=O)N2[C@H](CO)[C@@H](c3ccc(-c4cccc(C)c4)cc3)[C@H]2C1
    / | -6 | 0.4 | -3 | / | -5 | 0.0 | -15
C[C@H](CO)N1C[C@H](C)[C@H](CN(C)C(=O)NC2CCCCC2)Oc2ccc(NC(=O)Nc3ccc(C(F)(F)F)cc3)cc2CC1=O
    / | 3 | 4.1 | -3 | 5 | -4 | -0.2 | -14
Clc1ccc2nc(CSc3ncn[nH]3)cn2c1
    0 | -12 | 0.7 | 6 | -29 | 0 | -0.2 | 4
O=C(Nc1ccc(S(=O)(=O)Nc2cnc3ccccc3n2)cc1)c1ccc(Cl)cc1Cl
    / | -3 | 1.8 | -1 | 8 | -3 | 0.0 | /
C[C@H]1CN([C@@H](C)CO)C(=O)Cc2cc(NS(C)(=O)=O)ccc2O[C@@H]1CN(C)Cc1ccc(Oc2ccccc2)cc1
    -4 | -260 | 0.6 | 0 | 0 | 9 | 0.0 | -19
O=C1CSC(=Nc2cccc(Cl)c2Cl)N1Cc1cccnc1
    -3 | -4 | / | 4 | 28 | -4 | 0.0 | -30
C[C@@H]1CN([C@H](C)CO)C(=O)c2cccc(NC(=O)c3nc4ccccc4s3)c2O[C@@H]1CN(C)CC1CC1
    1 | -8 | -2.6 | 8 | -26 | 0 | 0.0 | 0
CCN1CCCC1CNCc1ccc(OCc2ccc(Cl)nc2)c(OC)c1 (stereo not drawn)
    9 | -16 | 1.8 | -7 | -14 | 19 | 0.1 | 17
CCOc1cc(NS(=O)(=O)c2ccccc2)c(OCC)cc1NC(=O)c1ccco1
    0 | / | / | -3 | 26 | / | / | 12
CCOc1ccccc1N1CCN(C(=O)c2cc(-c3cc(OC)ccc3OC)nc3ccccc23)CC1
    3 | 12 | 3.8 | 10 | 16 | -9 | 0.4 | 0
CN(CC(=O)NCc1ccccc1)S(=O)(=O)c1ccc2c(c1)CCC(=O)N2
    / | 3 | 2.2 | 6 | 0 | 7 | 0.2 | 9
C[C@@H]1CCCCO[C@H](CN(C)C(=O)C2CCCCC2)[C@@H](C)CN([C@@H](C)CO)C(=O)c2cc(NC(=O)C3CCCCC3)ccc2O1
    7 | 11 | -1.2 | 6 | 20 | -22 | 0.0 | -26
O=C(C[C@H]1CC[C@H](NC(=O)C2CCOCC2)[C@H](CO)O1)Nc1ccccc1
    / | 9 | 2.0 | 1 | / | -9 | -0.1 | 10
CC(C#N)(NC(=O)CN1CCN(S(=O)(=O)c2cccc(F)c2)CC1)C1CC1 (stereo not drawn)
    / | 1 | 0.2 | -8 | 6 | 2 | 0.1 | 4
O=C(Cc1ccc(Cl)cc1)Nc1cccc(S(=O)(=O)Nc2ccccc2F)c1
    -6 | / | / | / | -2 | / | 0.0 | -33
COCC(=O)N1C[C@H](C)[C@H](OC)CN(C)C(=O)c2ccc(NC(=O)c3cc(C)on3)cc2OC[C@H]1C
    -8 | 1 | 1.6 | 3 | 0 | 17 | -0.2 | 4
O=C(c1ccco1)N1CCN(C(=O)c2cc3cc([N+](=O)[O-])ccc3oc2=O)CC1
    -14 | -3 | 2.3 | -1 | 3 | 2 | 0.3 | 2
COC(=O)c1cc(C(=O)Cc2ccccc2)c[nH]1
    / | 1 | 2.3 | -1 | 1 | -17 | 0.0 | 1
C[C@H](O)C#Cc1cnc2c(c1)C(=O)N([C@@H](C)CO)C[C@@H](C)[C@@H](CN(C)C(=O)CN(C)C)O2
    -5 | 5 | 0.9 | 4 | / | 4 | -0.5 | 17
CN(CC(=O)Nc1ccc(Cl)c(C(F)(F)F)c1)C(=O)C1CC(=O)N(c2ccc3c(c2)OCCO3)C1 (stereo not drawn)
    / | 2 | -1.4 | -3 | -3 | 6 | 0.1 | -25
C[C@@H]1CN([C@H](C)CO)C(=O)c2cc(NC(=O)C3CCCCC3)ccc2O[C@@H]1CN(C)Cc1ccc(C(=O)O)cc1
    0 | -10 | 1.7 | -7 | / | 2 | 0.1 | 5
O=S(=O)(Nc1cccc2c1CCCC2)c1cccc(C(F)(F)F)c1
    -7 | 7 | -1.1 | -6 | -6 | 2 | 0.0 | -9
CCOc1ccccc1NC(=O)C1=C(C)NC(=S)NC1c1cccs1 (stereo not drawn)
    -3 | / | / | / | -8 | / | 0.0 | 10
C[C@@H]1CN([C@H](C)CO)C(=O)c2cc(C3=CCCCC3)cnc2O[C@@H]1CN(C)C(=O)c1ccccn1
    -5 | 1 | -0.3 | 3 | 9 | 18 | -0.6 | -4
O=C(NCC1CCN(Cc2cccc(Cl)c2)CC1)Nc1ccccc1Cl
    -4 | 5 | 2.9 | 5 | 6 | 12 | 0.0 | -32
COCC(=O)Nc1ccc2c(c1)[C@H]1C[C@@H](CC(=O)NCCN3CCCCC3)O[C@@H](CO)[C@H]1O2
    / | -1 | -4.1 | -4 | -14 | 1 | 0.3 | 0
Nc1cc(-c2ccccc2)nn1S(=O)(=O)c1ccc(Br)cc1
    -1 | 8 | 0.0 | 3 | 1 | -3 | -0.1 | /
CSC1=N/C(=C\c2ccccc2)C(=O)N1C
    -20 | 7 | 0.9 | 5 | / | -5 | / | -1
O=C(C1CCN(C2CCN(CC3CC=CCC3)CC2)CC1)N1CCOCC1 (stereo not drawn)
    0 | 5 | 0.5 | 3 | 7 | ? | 0.7 | /
COc1ccc(N2CCN(C(=S)Nc3cccc(OC)c3)CC2)cc1
    -2 | 4 | -2.3 | -2 | -18 | -3 | 0.0 | -11
CCc1ccc(C(=O)NNC(=O)C2CC(=O)N(c3ccc4c(c3)OCCO4)C2)cc1 (stereo not drawn)
    36 | -1 | -2.1 | 1 | 4 | 1 | 0.1 | -1
O=C(c1ccc(-n2cncn2)c([N+](=O)[O-])c1)N1CCN(S(=O)(=O)c2c(F)cccc2F)CC1
    1 | 5 | 2.5 | 5 | 6 | -1 | 0.0 | 6
Cc1noc(C)c1NC(=O)Nc1ccc2c(c1)CC(=O)N([C@@H](C)CO)C[C@H](C)[C@H](CN(C)C(=O)Nc1cccc3ccccc13)O2
    1 | 1 | -0.2 | -1 | 6 | 17 | 0.3 | 4
C[C@H](CO)N1C[C@H](C)[C@H](CN(C)Cc2ccncc2)Oc2cc(C#C[C@@H](C)O)ccc2S1(=O)=O
    9 | -7 | 2.1 | 2 | / | 1 | -0.4 | 17
Cc1cc(C(=O)COC(=O)/C=C/c2ccco2)c(C)n1C
    -11 | -6 | / | -4 | -91 | 2 | 0.2 | /
Cn1c(Cn2c(=O)sc3ccccc32)nnc1SCC(=O)NCc1ccc(F)cc1
    / | -1 | 1.5 | -1 | 0 | -3 | 0.2 | 7
CCN(CC)CCCNC(=O)C(C)Sc1nc(-c2ccccc2)cc(C(F)(F)F)n1 (stereo not drawn)
    0 | 1 | -4.1 | 0 | 54 | / | 0.1 | -5
C[C@@H]1CN([C@@H](C)CO)S(=O)(=O)c2ccc(Br)cc2O[C@H]1CN(C)C(=O)CC1CC1
    -10 | 0 | 0.1 | 3 | / | 13 | -0.6 | 2
O=C(CN(C(=O)c1csnn1)c1ccc(F)c(Cl)c1)NC1CCCC1
    / | / | -0.5 | 1 | -6 | 3 | -0.1 | 15
CCCN1C(=O)/C(=C/c2ccccc2OCc2ccc(C(=O)O)cc2)NC1=S
    -2 | 7 | 0.6 | 2 | 6 | 3 | 0.1 | 6
O=C(Nc1cc(F)ccc1F)N1CCCCN2[C@H](CO)[C@H](c3ccc(-c4cccnc4)cc3)[C@@H]2C1
    -2 | -17 | -0.9 | 1 | -9 | -9 | 0.2 | -15
Cc1nn(-c2ccccc2)c(C)c1NC(=O)COC(=O)c1cc(Br)ccc1O
    -4 | -3 | -2.1 | -2 | -8 | -7 | 0.0 | -2
Cc1ccc(C(=O)Nc2ccc(N3CCOCC3)cc2N2CCOCC2)cc1
    / | / | 1.3 | 0 | 9 | 4 | 0.4 | -4
CC(C)OCCCNC(=S)Nc1ccc(S(N)(=O)=O)cc1
    -7 | -1 | / | 1 | -3 | 5 | 0.1 | 8
Cc1ccccc1CN1CCN(C(=O)c2ccc(S(=O)(=O)NCc3ccco3)cc2)CC1
    8 | 13 | 5.3 | -5 | 48 | -6 | 0.1 | -16
C[C@@H]1CN([C@H](C)CO)C(=O)c2cc(C3=CCCC3)cnc2O[C@@H]1CN(C)C(=O)C1CC1
    / | -15 | -1.3 | / | / | / | -0.5 | 4
Cc1noc(C)c1NC(=O)Nc1ccc2c(c1)C(=O)N([C@@H](C)CO)C[C@@H](C)[C@H](CN(C)C(=O)Nc1ccccc1)OCCCC[C@@H](C)O2
    -10 | -11 | 0.0 | 0 | 1 | -3 | -0.1 | 9
CCOC(=O)N1CCN(C(=O)c2cc3c(s2)-c2ccc(Cl)cc2S(=O)(=O)C3)CC1
    0 | 0 | 2.2 | -1 | 22 | -1 | 0.1 | 7
CN(C)c1ncnc2sc(-c3ccccc3)cc12
    1 | -33 | -1.3 | 1 | -41 | 5 | 0.1 | 40*

Other structures follow.
The line under a structure holds: ARNT TACC3 PPI | EWS-Fli block | CFTR F508del cor | ERp5 inh | PAX8 inh HTS | DENV2 CPE rescue | Xi reactivation | INS-1E GSIS act
COc1ccc(Br)cc1C(=O)CCC(=O)OCC(=O)Nc1cc(C(N)=O)cc(C(N)=O)c1
    -3 | 4 | 0.7 | -2 | / | 3 | 0.3 | 8
CC1(C)CNc2cc([N+](=O)[O-])ccc2S1
    -25 | -30 | -1.1 | -1 | -21 | / | 0.1 | -2
CCOC(=O)N1CCC(Nc2ncnc3c2cnn3-c2ccc(Cl)cc2)CC1
    -1 | -33 | 2.3 | 1 | / | 13 | / | -2
CCc1nc2ccc(C(=O)N3CCN(c4cccc(C(F)(F)F)c4)CC3)cc2nc1CC
    14 | / | -0.6 | -1 | -1 | ? | 0.0 | -44
Cc1cc(/C=N\NC(=O)CC(=O)NC2CCCCC2)c(C)n1-c1ccc(Cl)cc1
    -3 | 7 | 0.1 | 3 | / | -5 | / | -6
CC1(C)C2CCC1(CS(=O)(=O)NCc1ccc(C(F)(F)F)cc1)C(=O)C2 (stereo not drawn)
    -13 | 5 | -0.3 | 5 | 7 | -3 | 0.5 | -4
O=C(Nc1ccc(C(=O)N2CCOCC2)cc1)C1CCC1
    -15 | -2 | -5.3 | -2 | -11 | -7 | 0.3 | -1
O=C(NCCc1ccccc1)c1ccc2c(c1)N(Cc1ccccc1)C(=O)CS2=O (stereo not drawn)
    2 | -11 | -0.6 | 4 | -14 | 3 | 0.3 | -3
COc1ccc(OC)c(S(=O)(=O)Nc2c(C)n(C)n(-c3ccccc3)c2=O)c1
    -6 | 2 | -3.3 | 1 | -7 | -5 | 0.1 | 10
Cc1onc(-c2ccccc2Cl)c1C(=O)NC1CCS(=O)(=O)C1 (stereo not drawn)
    -16 | -4 | -4.0 | -7 | -10 | 11 | 0.1 | -4
